Source: PubChem
phage Ecoli inh – E. coli growth loss with phage present. growth absorbance. inhibition, % at 11.9 µM. 360,000 tested, 0.26% active. AID 651602; in the data active means inhibition above about 11%
AddAB inh – less growth of phage-infected E. coli with AddAB | E. coli expressing H. pylori AddAB, absorbance growth | inhibition, % at 11.9 µM | 330,000 tested, 0.29% active | AID 435030; in the data active means inhibition above about 12%;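 further: 0% = vehicle wells of infected cells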
PKA-R1A act – PKA-R1A complex activation; P00514+P68181; PKA-R1A dissociation, Cy5-IP20 fluorescence polarization; scaled: DMSO 0%, 113 µM cGMP 100%; activation, % at 11.4 µM; 340,000 tested, 0.083% active; AID 504707;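 active means percent activation above the mean of all tested compounds plus 3 SD, cut at about 19% in these data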;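 further: higher means more PKAc released from R1A so a rise in polarization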
HTR5A inv ctr – HTR5A inverse agonism, opioid heterodimer counter-screen; P47898; inhibition, % at 9.3 µM; 340,000 tested, 0.083% active; HTR5A cell line, luminescence; in the data active means inhibition mostly above about 23%, no sharp cut-off; inactive means mostly below about 18%;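 further: 0% = cells with DMSO and 100% = no-cell wells with DMSO; some compounds called inactive have numbers as strong as hits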
Target sequence (P47898 whole entry, looked up): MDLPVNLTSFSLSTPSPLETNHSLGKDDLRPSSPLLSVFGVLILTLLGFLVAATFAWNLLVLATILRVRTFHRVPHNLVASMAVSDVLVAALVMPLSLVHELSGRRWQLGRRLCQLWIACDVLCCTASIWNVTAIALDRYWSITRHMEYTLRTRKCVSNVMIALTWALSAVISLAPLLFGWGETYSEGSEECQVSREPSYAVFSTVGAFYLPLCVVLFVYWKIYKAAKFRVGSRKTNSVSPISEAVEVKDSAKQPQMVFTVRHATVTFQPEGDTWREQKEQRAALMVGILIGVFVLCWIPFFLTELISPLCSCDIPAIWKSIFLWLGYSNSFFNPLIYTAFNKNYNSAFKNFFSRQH
Tat export inh – blocks Tat-dependent protein export in E. coli; E. coli MC4100 TorA-mCherry Tat export, fluorescence; inhibition, % at 10 µM; 340,000 tested, 0.036% active; AID 488895;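 active means mean replicate inhibition at least 50% and at least half of replicates individually reaching 50%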;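 further: exported cargo escapes ClpAP degradation while cytoplasmic cargo is degraded and loses fluorescence; 0% = median of neutral control wells and 100% = median of NaSCN control wells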
Ecoli viability – reduces bacterial viability in AddAB counter-screen; E. coli V3065 growth, OD600 absorbance, 18 h; AID 449728; 330,000 tested, 0.27% active; inhibition, % at 11.9 µM;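 active means inhibition above the campaign's mean inhibition across all tested compounds plus 3 SD, cut at about 9.9% in these data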;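 further: uninfected addAB+ strain grown without phage in ampicillin broth; 0% = DMSO wells and 100% = ciprofloxacin 0.95 µg/ml wells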
OPRM1-OPRD1 inv – mu-delta opioid heterodimer inverse agonism; 340,000 tested, 0.21% active; cell-based MOR-DOR heterodimer luminescence; P35372+P41143; inhibition, % at 9.3 µM; AID 504357; in the data active means inhibition above about 22%, passing the limit was not always enough;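 further: 0% = cells with DMSO and 100% = wells without cells with DMSO; values of inactives mirror those of a sister screen read the other way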
PfHsp90 yeast 2 – growth inhibition of yeast expressing Plasmodium Hsp90; S. cerevisiae expressing PfHsp90, BacTiter-Glo ATP, 48 h; yeast lacking PDR1 and PDR3 efflux regulators; inhibition, % at 9.4 µM; 310,000 tested, 0.32% active;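 active means every replicate shows inhibition above about 80%, whatever the replicate mean, limit read from the data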;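 further: 0% = DMSO neutral controls and 100% = 20 µM radicicol positive controls; yeast relying on Plasmodium falciparum Hsp90 in place of its own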
PKA-R2B activ – activators of human PKA-R2B complex. P22694+P31323. PKA-R2B holoenzyme dissociation, Cy5-IP20 fluorescence polarization; R2B truncated from residue 108, S112A mutant; 0% DMSO only, 100% 113 µM cGMP. activation, % at 11.4 µM. 340,000 tested, 0.079% active. AID 504700;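 active means activation above a cutoff set at the mean over all compounds plus 3 SD, cut at about 18% in these data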;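 further: higher means more holoenzyme dissociation and a rise in polarization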
Target sequence (P31323 whole entry, looked up, other chains not shown, the tested form may be a part): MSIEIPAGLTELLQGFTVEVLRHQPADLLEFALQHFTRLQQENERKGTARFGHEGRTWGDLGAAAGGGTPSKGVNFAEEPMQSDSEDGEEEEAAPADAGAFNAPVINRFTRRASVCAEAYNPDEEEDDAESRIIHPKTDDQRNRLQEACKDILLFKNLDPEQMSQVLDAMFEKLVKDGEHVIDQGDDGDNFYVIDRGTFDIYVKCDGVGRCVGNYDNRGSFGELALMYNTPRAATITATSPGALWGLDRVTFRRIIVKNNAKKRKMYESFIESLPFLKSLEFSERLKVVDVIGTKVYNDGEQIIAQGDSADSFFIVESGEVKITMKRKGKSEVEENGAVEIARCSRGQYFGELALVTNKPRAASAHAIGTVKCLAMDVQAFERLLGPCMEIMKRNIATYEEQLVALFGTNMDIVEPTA
OPRM1-OPRD1 ag – agonists of human mu-delta opioid receptor heterodimerization; P35372+P41143; cells, OPRM1-OPRD1 heterodimerization, luminescence; activation, % at 9.3 µM; 340,000 tested, 0.3% active; in the data active means activation above about 18%;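 further: 0% = vehicle-treated cells and 100% = reference agonist; values of inactives mirror those of a sister screen read the other way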
SUMO Mot1 rescue – blocks SUMOylation pathway, rescuing yeast Mot1-301 growth | S. cerevisiae Mot1-301 growth rescue, ATP luminescence, 38.5C; percent above DMSO median, 100 means doubled | growth rescue, % at 18.8 µM | 320,000 tested, 1% active | AID 2716;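 active means every valid replicate shows activation above 250% relative to neutral control wells; inactive means the rest, any valid replicate at or below 250%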;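 further: OY570 slx delta 5 strain wells were the positive control but not used for scaling; some compounds called inactive have numbers as strong as hits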
The depositor's hits bear a star; x = not tested or not shown. Outcome played no part in choosing rows. Share with any hit: about 2.2%.

molecule,PKA-R1A act,phage Ecoli inh,SUMO Mot1 rescue,Ecoli viability,AddAB inh,PKA-R2B activ,OPRM1-OPRD1 ag,HTR5A inv ctr,PfHsp90 yeast 2,Tat export inh,OPRM1-OPRD1 inv
COc1cccc(NC(=O)CN(C)CC(=O)Nc2ccc(C)c([N+](=O)[O-])c2)c1,-7,-1.4,0,0.4,0.2,-9,-2.6,-3,0,-1,13
CN(C)C(CNC(=O)CSc1nc2ccccc2c(=O)n1Cc1ccco1)c1ccccc1 (stereo unspecified),10,4.8,-20,0.4,-1.2,-14,4.7,-3,5,6,-30
CC(C)[C@@H](N)C(=O)N/N=C/c1ccc2ncccc2c1,-12,3.4,8,0.7,3.7,-12,-1.4,-18,21,-3,7
CCOC(=O)c1c(C)[nH]c(C(=O)OCC(=O)NCc2ccc(OC)c(OC)c2)c1C,-8,2.5,7,-0.2,0.4,-7,-1.8,-8,-4,12,7
COc1ccccc1NS(=O)(=O)c1cccc(C(=O)N/N=C2\CC(=O)CC(C)(C)C2)c1,9,0.2,5,0.1,2.7,-3,-0.3,-16,0,2,2
O=C(Cc1c(F)cccc1Cl)Nc1ccccc1N1CCCCC1,-12,4.7,0,-3.3,2.5,-3,1.4,7,9,-9,-6
CCn1c(=O)c(C(=O)Nc2ccccc2S(N)(=O)=O)c(O)c2ccccc21,3,6.0,-17,2.0,3.6,-2,-2.2,-12,-35,-3,9
O=C(CSc1nnc(NC(=O)c2ccccc2)s1)NC1CCCC1,5,0.0,-6,-1.7,1.7,2,-2.8,-13,12,1,15
Cc1nnc(SCc2nnc(-c3ccc(Cl)cc3)o2)n1-c1ccccc1,-7,-0.9,0,-3.8,2.3,5,-0.9,-13,x,1,5
O=C(COC(=O)Cc1c[nH]c2ccccc12)Nc1cc(S(=O)(=O)N2CCOCC2)ccc1Cl,-5,0.3,69,0.3,4.2,6,-0.5,20,-12,-6,3
CCc1ccccc1NC(=O)Cn1nc(C(F)(F)F)cc1C1CC1,-4,2.3,-15,0.5,0.3,8,-0.7,-19,13,-5,4
Nc1nc2ccc(Cl)cc2o1,2,13*,x,x,x,-1,-3.1,4,-24,-16,16
CCNc1ncnc2c1cnn2C,6,2.7,67,2.3,0.0,-2,-0.2,3,-1,-2,1
O=C(CCCCCN1C(=O)[C@@H]2Cc3ccccc3CN2C1=O)Nc1cccc(F)c1,-3,2.9,-12,0.1,2.9,-6,0.9,-11,4,1,-5
CC(SCC(=O)O)c1nc2ccccc2[nH]1 (stereo unspecified),-3,3.6,156,-0.9,5.4,-4,0.0,3,-37,7,0
Cc1ccc(/C=C2/C(=O)N=C(N)N2C)s1,-3,3.6,83,2.5,2.3,1,3.5,-25,7,-6,-18
CCN(CC)S(=O)(=O)c1ccc(C(=O)Nc2cccc(C)c2)cc1,6,2.0,-16,1.1,3.1,5,1.0,0,-9,3,-6
O=C(COc1ccccc1)Nc1cc(C(F)(F)F)ccc1N1CCCC1,-20,3.4,6,1.8,5.5,-6,7.6,-10,-1,18,-41
COC(C[C@H]1O[C@H]1C(=O)[C@@H](C)OCc1ccccc1)OC,-2,0.2,-4,-1.9,1.6,-8,-1.3,3,-7,-6,7
CCSc1nc2c(c(=O)n1-c1ccc(F)cc1)SCC2,-6,1.0,0,1.6,2.0,5,-1.8,18,-25,10,8
Cc1c(N(C)S(=O)(=O)c2cc(C(=O)Nc3ccccn3)ccc2Cl)c(=O)n(-c2ccccc2)n1C,-4,4.5,-4,1.2,2.8,8,1.4,-23,6,-3,-9
COc1ccc(C#Cc2c(-c3ccccc3)n(-c3ccccc3)c3ccc(CO)cc23)cc1,-15,0.1,-16,-1.1,2.5,-6,-2.7,-7,-21,-8,15
COc1ccc(NC(=O)CCS(=O)(=O)c2ccc3nc(C)sc3c2)cc1OC,-4,1.9,-9,-0.1,1.7,1,0.6,11,26,7,-3
COc1ccc(CCNC(=O)CCc2cc(OC)c(OC)c(OC)c2)cc1OC,-13,-0.2,0,-3.5,-3.9,4,-2.9,-5,19,5,14
Cc1nonc1OCCn1nnnc1N,-2,3.1,-4,0.1,2.3,1,0.6,-7,x,-5,-4
NC(=O)CC(NC(=O)Cc1cccc2ccccc12)c1ccc(NCc2cc(F)ccc2F)c([N+](=O)[O-])c1 (stereo unspecified),3,1.3,-12,-0.9,0.8,-5,-3.5,4,6,-6,20
c1ccc2[nH]c(CSc3nnc(-c4ccncc4)o3)nc2c1,-5,1.9,-25,0.5,-1.1,-10,-2.2,-10,-12,-8,12
CCN1CCN(c2nc3c(C)cccn3c(=O)c2/C=C(\C#N)S(=O)(=O)c2ccccc2)CC1,1,1.9,-13,-2.1,2.1,-8,-1.6,3,x,2,8
O=C(O)c1cccc(NC(=O)C23CC4CC(C2)CC(n2cnc(Cl)n2)(C4)C3)c1,2,0.4,-2,0.7,3.2,-8,0.4,11,9,-6,-2
COc1ccc(NC(=O)C(c2ccccc2)N(C)C(=O)c2cnccn2)cc1 (stereo unspecified),7,0.2,37,-1.2,-1.5,-9,-0.9,-19,17,-7,5
COc1ccc(CCC(=O)OCC(=O)Nc2c(C)nn(-c3ccccc3)c2C)cc1,-12,1.6,-2,-2.1,1.6,-7,-4.6,13,28,1,22
CC(C)CNS(=O)(=O)c1ccc(NC(=O)Cn2nc(-c3ccc(F)cc3)ccc2=O)cc1,-12,2.8,-2,-0.7,1.9,3,0.0,4,-3,5,0
C/C(CC(=O)Nc1ccc2c(c1)OCCO2)=N\NC(=O)c1ccc([N+](=O)[O-])cc1Cl,-6,-1.6,7,-0.6,5.8,-1,2.8,1,11,-6,-21
O=C(Cn1c2ccccc2c2nc3n(c(=O)c21)CCCS3)Nc1ccccc1,-9,1.2,3,-2.4,1.1,-2,-1.6,-8,-13,-1,9
Cc1cccc(C(=O)NNC(=O)c2cccc([N+](=O)[O-])c2)c1,-10,3.7,3,1.0,-0.1,9,-2.4,-2,-10,0,13
Cc1ccc(-c2ccc(=O)n(CC(=O)NCCN(CC(C)C)CC(C)C)n2)cc1,3,-0.2,62,1.0,1.3,-3,-1.1,4,-8,13,5
CN(C)c1ccc(/C=N/NC(N)=S)cc1[N+](=O)[O-],0,0.4,-8,2.6,0.2,-1,-1.2,-12,x,-3,6
N#Cc1cnn2c(C(F)(F)F)c3c(nc12)CCCC3,-18,0.0,-6,1.4,2.5,-2,-1.0,-7,15,-3,5
N=c1n(CCN2CCCC2)c2ccccc2n1CC(O)c1ccco1 (stereo unspecified),2,-1.2,-19,1.8,-0.2,-2,x,x,x,12,x
CCn1c(SCC(=O)NCc2ccc3c(c2)OCO3)nnc1-c1ccco1,-8,-1.2,0,-2.4,3.5,-2,0.7,-14,16,0,-5
COc1ccc(-n2c(C)cc(C(=O)CN3C(=O)C(=O)N(Cc4ccccc4)C3=O)c2C)cc1,-9,3.0,x,-1.1,-0.5,7,-0.2,34,-1,-2,1
COC(=O)C1=C(C)N(c2ccc(C)cc2)/C(=C/c2cccs2)C1=O,0,2.9,-10,-3.3,-4.7,-2,-2.3,-15,x,-4,14
CN(Cc1ccccc1)C(=O)COC(=O)c1ccc[nH]c1=O,-4,3.7,-13,-3.0,-2.1,-6,-1.7,-3,14,0,9
C=CCOC(=O)C1=C[C@H](c2coc3ccccc3c2=O)[C@@H](CCCO)[C@H](OCC)O1,0,3.6,2,-0.2,5.0,2,0.3,-16,-4,-1,-1
CC(=O)Nc1ccc(S(=O)(=O)NCCC(=O)Nc2ccc(C)cn2)cc1,4,-0.6,-5,1.3,3.9,1,-2.9,9,-22,-3,15
Cc1cc(C)nc(/N=C(\N)Nc2ccc([N+](=O)[O-])cc2)n1,2,8.3,9,4.2,2.1,1,-0.8,-9,-22,-7,6
O=C(CCN1C(=O)[C@@H]2Cc3ccccc3CN2C1=O)NCc1ccccc1Cl,6,2.2,12,1.4,2.9,5,-1.1,5,-7,0,6
CCc1cccc(NC(=O)CN(C)S(=O)(=O)c2cccc3cccnc23)c1,4,3.7,2,-0.2,2.0,-10,-1.1,-8,5,4,6
C=CCC[C@@H](Cc1ccc(F)cc1)C(=O)OC[C@@H](Cc1c[nH]c2ccccc12)NC(=O)[C@H](CC=C)CC(=O)NCCO,-9,-3.4,-1,-0.5,-1.9,-2,-0.4,-6,19,11,3
CC(=O)OC(C(=O)NC1CCCCC1)c1ccc(C#N)cc1 (stereo unspecified),-5,-0.3,4,-2.4,-0.2,0,-2.0,-4,-35,-1,12
CCOC(=O)c1[nH]c(=S)n(Cc2ccccc2)c1C(=O)OCC,-16,-0.7,x,x,x,2,0.9,19,24,-3,-5
CCOC(=O)c1cc2c(ccn2C)n1CC(=O)N(Cc1ccccc1)c1ccc(F)cc1,11,4.1,630,-2.3,0.3,0,1.6,-18,3,2,-8
COCCn1c(SC)nnc1-c1c[nH]c2ccccc12,7,2.9,-5,1.2,1.3,3,-1.0,-2,-8,1,6
CCCn1nnnc1SCC(=O)N1CCCC1,-9,4.5,-7,3.0,2.2,-7,-3.1,-1,-8,-5,19
C=CC[C@@H](CC(=O)NCCO)C(=O)N[C@@H](COC(=O)[C@@H](CC=C)Cc1ccc(F)cc1)Cc1c[nH]c2ccccc12,4,-1.7,-16,-1.1,-0.2,-6,0.1,6,18,14,-1
COc1ccc(/C=N/NC(=O)CNC(=O)/C=C/c2ccccc2OC)cc1,-13,0.5,1,2.3,4.5,1,1.0,-33,31,-2,-8

(more compounds)
molecule,PKA-R1A act,phage Ecoli inh,SUMO Mot1 rescue,Ecoli viability,AddAB inh,PKA-R2B activ,OPRM1-OPRD1 ag,HTR5A inv ctr,PfHsp90 yeast 2,Tat export inh,OPRM1-OPRD1 inv
O=C(Nc1cccc(C(=O)O)c1)/C(=C\C=C\c1ccccc1)NC(=O)c1ccccc1,-2,2.8,-8,-2.4,-0.7,-5,-2.0,2,-123,0,10
O=C(Cn1cnc([N+](=O)[O-])c1)NC1CCCC1,-10,-2.0,160,-0.9,1.4,-12,-0.1,12,7,-3,1
Cc1ccc(/C=C2\SC(=S)N(CCCC(=O)Nc3ccc(O)cc3)C2=O)cc1,-10,-0.8,-11,1.3,-3.5,-9,0.9,-6,-3,-7,-5
Cc1ccc(S(=O)(=O)N2CCN=C2c2ccccc2)cc1C,1,1.7,-4,-0.1,-1.9,-3,-2.1,20,-64,3,12
Cn1c(=O)c2nc(-c3ccc(Cl)cc3Cl)oc2c2ccccc21,-9,1.9,12,1.5,1.7,0,-1.4,-38,-10,-6,8
COc1ccccc1-n1c(SCC(=O)O)nc2c(sc(=S)n2-c2ccccc2C)c1=O,1,-2.0,16,-2.6,0.0,-5,-2.2,5,1,-6,13
